# Screens from PubChem.
# TTR transcr act = TTR transcription activators in neuroblastoma reporter cells, primary screen, cell-based, luminescence, SH-SY5Y, TTR promoter Gaussia luciferase; AID 1117267, 2014; activation, % at 16.7 µM; 1.3% of 92,000 active; 100% = recombinant luciferase protein wells;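 active = activation above the mean of all tested compounds plus 3 SD, cut at about 9.5% in these data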;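 note: cells exposed to compounds for one day before reading; 0% = median of all test compound wells on the plate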
# Numbers without * were called inactive. Only part of the results is shown. The share of hits here may be higher or lower than overall.
compound | TTR transcr act
COc1ccccc1N(CC(=O)N1CCc2ccccc2C1)S(C)(=O)=O | 0.6
O=C(Nc1ccc(F)cc1)OCCOc1ccc(Br)cc1 | 2.3
CCOC(=O)N1CCN(C(=O)C[C@H]2C[C@@]3(C(=O)OC)C(=C[C@H](COCc4ccccc4)O[C@@H]3C)N(Cc3ccccc3)C2=O)CC1 | 1.1
COC(=O)c1sc2cc(C(F)(F)F)cnc2c1-c1ccccn1 | 3.4
O=C(NCCc1c[nH]c2ccccc12)OCc1cn(Cc2ccc(C(F)(F)F)cc2)nn1 | -1.1
Cc1ccc(CNC(=S)Nc2ccc(C)c([N+](=O)[O-])c2)cc1 | 3.5
CC(C)(C)C1CCC(C(=O)NNC(=O)c2ccncc2)CC1 (configuration not stated) | 0.9
Cc1cccc(N2C(=O)C(O)=C(C(=O)c3cccs3)C2c2ccccc2)n1 (configuration not stated) | -0.5
O=C(Nc1ccccc1C(F)(F)F)OC1CC2CC1[C@H]1CCCCN1C2 (some centres not stated) | -1.5
O=C1C=C(c2ccc(-c3ccccc3)c(F)c2)C[C@@H](c2ccc(F)cc2)C1 | -1.0
COc1ccccc1CNS(=O)(=O)c1cc(C)ccc1OC | 2.4
Cc1ccc(C(=O)N/N=C\c2ccc(-c3ccc(Cl)c(Cl)c3)o2)cn1 | -2.6
CCOc1cc(/C=N\NC(=O)OC)ccc1OC(=O)c1ccco1 | -1.1
CC(C)c1ccc(CN2CCC(n3nccc3NC(=O)C3CCCC3)CC2)cc1 | -0.8
CC1=CCC(C(=O)O)(C(=O)N/N=C/c2cccs2)C(c2ccc(F)cc2)C1 (configuration not stated) | -0.1
O=C1N(Cc2cccnc2)C[C@@H]2C[C@@H](c3ccc(C(F)(F)F)cc3)N3CCC[C@@]123 | -1.6
O=C(/C=C/c1ccc(OC2CSC2)cc1)c1ccc(Cl)cc1 | 0.6
CN1C2=N[C@@H](c3cccc(C(F)(F)F)c3)CC(=O)N2/C(=C\c2ccccc2)[C@H]1c1ccccc1 | -2.4
Cc1nc(SCc2ccccc2)c([N+](=O)[O-])[nH]1 | -1.8
O=[N+]([O-])c1ccccc1/C=C/CN1CCSCC1 | 1.1
COc1cc(OC)cc(-c2csc(N3CCC(C(N)=O)CC3)n2)c1 | 0.9
O=C(Nc1ccccc1)N1CCN(c2ccccn2)CC1 | -0.6
COC(=O)C1=NN(c2ccc(C)cc2)C2C(=O)N(c3ccccc3OC)C(=O)C12 (configuration not stated) | 1.2
O=C(/C=C/c1ccc(Cl)c(Cl)c1)NCc1ccco1 | 0.2
COC(=O)/C(C#N)=C/N(C)C | -0.2
O=C(CN1C(=O)/C(=C/c2ccccc2F)Sc2ccccc21)NCC1CCCO1 (configuration not stated) | -0.4
CCC1Sc2ccc(S(=O)(=O)Nc3ccc(OC)cc3)cc2NC1=O (configuration not stated) | -0.6
COc1ccccc1N1CCN(CCCN2CC(=O)N3CCCCC3C2=O)CC1 (configuration not stated) | 0.2
Cc1c(NC(=O)C(=O)N/N=C/c2cccs2)c(=O)n(-c2ccccc2)n1C | -1.2
CC1=C(Cl)C2=NS(=O)(=O)CCN2C=C1Cl | -1.0
CCOc1cc(/C=N\NC(N)=O)cc(Br)c1OC(C)C | -0.7
Cc1ccc(C(=O)CCC(=O)N(C)CC(=O)Nc2ccccc2Br)cc1 | 1.2
CCCOCC(O)CCc1n[nH]c(=S)n1-c1ccccc1 (configuration not stated) | -1.1
CCOc1ncccc1C(=O)OCC(=O)N1CC(=O)Nc2ccccc21 | 0.1
CCOc1ccc2nc(COC(=O)c3ccncc3)c(C(=O)c3ccccc3)[n+]([O-])c2c1 | 2.6
Fc1ccc(N2CCN(c3nnnn3-c3ccccc3)CC2)cc1 | 2.5
CCCCN(CCCC)Cc1cc(=O)oc2cc(C)cc(C)c12 | 1.2
Cc1ccc(OCCOCCN2CCN(C)CC2)c([N+](=O)[O-])c1 | 0.7
Nc1nnc(CC2=CCCCC2)s1 | -0.1
COc1ccccc1NC(=O)CN1CCN(c2ccc(F)cc2)CC1 | -1.3
Clc1ccc(-c2ccc(CNCc3ccccn3)o2)cc1 | -0.6
COc1ccc(Nc2cc(=O)oc3ccccc23)cc1 | 2.2
CCN(CCn1cccn1)C(=O)C1CCC(=O)N(CCN2CCOCC2)C1 (configuration not stated) | 0.9
Cc1ccccc1/C=c1\s/c(=C\C(=O)C(C)(C)C)[nH]c1=O | -0.4
Cc1ccc(Nc2ncnc3ccccc23)cc1 | -0.8
Cc1ccc(CNS(=O)(=O)c2ccc3c(c2)CCN3C(=O)CCCC(=O)O)cc1 | 0.8
CCOC(=O)c1cnc2c(C(=O)OC)cccc2c1NCc1ccco1 | 2.0
NC(=O)c1cc([N+](=O)[O-])ccc1NCc1cnccn1 | -3.2
Cc1csc(NC(=O)CSc2nnc(-c3ccncc3)o2)n1 | -2.5
O=C(NC(=S)NCc1ccncc1)c1ccccc1 | 2.9
COc1cc(NC(N)=S)c(OC)cc1Cl | 1.1
O=Nc1onc(-c2ccc([N+](=O)[O-])cc2)c1NO | -2.0
CN(C)CCCNC(=O)C[C@H]1C[C@H](C(=O)N2CCOCC2)[C@@]2(CCC3CCCC3)c3[nH]c4cc(-c5ccco5)ccc4c3CCN2C1=O | 0.5
Cc1ccc(S(=O)(=O)NC(=O)C2CCCCC2)cc1 | 4.4
CCC1CCCCN1C(=S)Nc1ccc(OC(F)F)cc1 (configuration not stated) | 2.0
O=C(O)CC/C(=N\NC(=O)CNC(=O)c1cccc(Cl)c1)c1ccccc1 | 1.7
CCCC(=NCCc1c(C)[nH]c2ccccc12)C1=C(O)CC(c2ccccc2)CC1=O (configuration not stated) | -0.1
Cc1c(Br)c([N+](=O)[O-])nn1CC(=O)N(C)Cc1ccccc1 | -0.1
COC1OC2COC(c3ccccc3)OC2C(O)C1NC(=O)c1ccccc1 (configuration not stated) | -0.3
CC(C)(C)c1cnnn1-c1ccc(C=O)cc1 | -1.0

# The list goes on.
compound | TTR transcr act
Cc1cccc(/C=N/NC(=O)Cn2nccc2C)n1 | 0.7
CC(C)(C)c1ccc(C(=O)N2CCN(C(=O)c3cccs3)CC2)cc1 | -1.8
Cc1ccc(NC(=O)Cn2ccnc2)cc1C | -0.5
CC1(C(=O)NCc2ccc(C(F)(F)F)cc2)CCN1Cc1ccc(-c2ccccc2)o1 (configuration not stated) | 1.1
Cc1csc(SCC(=O)Nc2ccccn2)n1 | -0.6
O=C(NNC(=O)c1ccc[nH]1)c1cccc(C(F)(F)F)c1 | 1.9
C=C(C)C(=O)O[C@H]1C/C(C)=C\C(=O)/C=C(\C)[C@H](O)[C@@H]2OC(=O)C(=C)[C@@H]21 | -9.6
C/C(=C\C(=O)Nc1cscc1C)C(=O)O | 1.9
Cn1c(SCc2ccccc2Cl)nc(C(F)(F)F)cc1=O | 6.8
Cc1cccc2c1CC(C)(C)N=C2C1=C(O)CC(C)(C)CC1=O | 4.3
CN1OC[C@@H]2CN(C(=O)CCc3ccccc3)[C@H](c3cccc(-c4ccc(C#N)cc4)c3)C[C@@H]21 | 0.1
CCC(C(=O)N1CCN(c2ccccc2OC)CC1)c1ccccc1 (configuration not stated) | 0.6
CC(=O)Nc1nnc(CSCc2ccc(F)cc2)s1 | 1.9
O=C(Nc1cccc2ccccc12)NC1Cc2ccccc2C1 | 0.2
CS(=O)(=O)c1nsc2nc(=O)c(/C=C3\C=Nc4ccccc43)c(N)n12 | -0.8
Cn1c(Cn2nnc(-c3ccccc3)n2)nnc1SCc1ccccc1Cl | 0.1
CC(c1nc2ccccc2[nH]1)N(C(=O)C1=NNC(=O)CC1)c1ccccc1 (configuration not stated) | 0.6
CN(C)c1ccc(NC(=O)CSc2nnc(-c3cnccn3)n2C)cc1 | 0.2
Nc1nc(CSC(=S)N2CCN(c3ccccc3)CC2)nc(Nc2ccc(F)cc2)n1 | -2.1
COC(=O)c1c(NC(=O)c2cccs2)sc2c1CCCC2 | 1.2
CCCN(CCC)S(=O)(=O)c1ccc(NS(=O)(=O)c2ccc(F)cc2)cc1 | 0.4
CC(C)N(CCCNC(=O)c1ccc(CS(=O)(=O)c2c(Cl)cccc2Cl)o1)Cc1ccccc1 | -1.1
CC(Oc1ccc(Cl)cc1)C(=O)NNC(=S)NC(=O)c1ccco1 (configuration not stated) | -1.4
O=C(C1=C(O)C(=O)N(CCN2CCOCC2)C1c1ccccn1)c1cccs1 (configuration not stated) | -0.3
CSc1ccc(CN2CCC(Oc3ccc(C(=O)N4CCCC4)cc3)CC2)cc1 | 0.5
COc1ccccc1NC=C1C(=O)OC(C)(C)OC1=O | -0.2
O=C(Nc1ccc(F)cc1)C(Cc1ccccc1)n1cccc1 (configuration not stated) | 1.9
Cc1cc(=O)oc2c1c(C)nn2-c1cccc(Cl)c1 | -1.3
CCN(CC)S(=O)(=O)c1cccc(-c2nnc(SCC(=O)c3cc(C)n(C4CC4)c3C)o2)c1 | 0.4
O=C(NCCCO)c1ccc2[nH]c3c(c2c1)CCCC3 | -1.8

# Among those listed so far, these have a tert-butyl group.
compound | TTR transcr act
CC(C)(C)C1CCC(C(=O)NNC(=O)c2ccncc2)CC1 (configuration not stated) | 0.9
Cc1ccccc1/C=c1\s/c(=C\C(=O)C(C)(C)C)[nH]c1=O | -0.4
CC(C)(C)c1cnnn1-c1ccc(C=O)cc1 | -1.0
CC(C)(C)c1ccc(C(=O)N2CCN(C(=O)c3cccs3)CC2)cc1 | -1.8

# Returning to the listing with the three entries that preceded the break.
compound | TTR transcr act
Cc1cc(=O)oc2c1c(C)nn2-c1cccc(Cl)c1 | -1.3
CCN(CC)S(=O)(=O)c1cccc(-c2nnc(SCC(=O)c3cc(C)n(C4CC4)c3C)o2)c1 | 0.4
O=C(NCCCO)c1ccc2[nH]c3c(c2c1)CCCC3 | -1.8
CC(Sc1ccsc1[N+](=O)[O-])C(=O)NCc1ccccc1 (configuration not stated) | 2.1
COCCNC(=S)N(CCc1c(C)[nH]c2ccc(C)cc12)Cc1cc(OC)c(OC)c(OC)c1 | -0.8
COC(=O)CSC1=C(C#N)C(c2ccccc2F)CC(=O)N1 (configuration not stated) | -1.0
CC(C)(C)c1ccc(OCC(=O)NCCN2CCOCC2)cc1 | 5.3
CN(C)c1cccc(-c2cnc(N3CCC(C(N)=O)CC3)s2)c1 | 3.3
Cc1cc(NC(=O)CSc2nc(N)c(NC(=O)c3ccccc3)c(=O)[nH]2)no1 | 0.5
Cc1cc(-c2ccc(Cl)cc2)c2cnn(C(C)C)c2n1 | -0.2
O=C1CN(C(=O)COc2ccccc2)c2ccccc2N1 | 0.6
O=c1[nH][nH]c(C(F)(F)F)c1C=NCc1cccc(Cl)c1 | -0.8
Cc1nc2c(ncn2-c2ccccc2)c(=O)n1NC(=O)CN1CCCC1 | 1.1
CCCCN(CCCC)CCCNC(=O)Cn1cc(C)c(=O)[nH]c1=O | 1.6
CC1CCc2c(sc3ncnc(N4CCOCC4)c23)C1 (configuration not stated) | -1.0
CN(C)CCNC(=O)c1onc(CSc2ccncc2)c1C(=O)NCCN(C)C | 0.6
CCCCOC(=O)N1CCOCCOCCOCCOCC1 | -0.2
CCN(CC)C(=O)c1cc2sc3ccccc3c2s1 | -3.0
Cc1cccc(Cc2cnc(NC(=O)c3ccc(C)o3)s2)c1 | 4.2
COC(=O)c1scc(C)c1NC(=O)Cc1ccccc1 | -0.1
COc1ccc(C2Nc3ccccc3C(=O)N2Cc2ccco2)cc1COc1ccc(F)cc1 (configuration not stated) | -1.5
Clc1ccc2ncc(-c3nnnn3-c3ccccc3)c(-c3ccccc3)c2c1 | -3.5
C[C@H](NC(=O)C(c1ccccc1)c1ccccc1)c1ccccc1 | 1.0
C[C@@H]1CN([C@H](C)CO)C(=O)c2cc(C#CC(C)(C)O)cnc2O[C@@H]1CN(C)C(=O)C1CC1 | 0.3
CCOc1ccc(CC(=O)NCC2(N3CCCCC3)CCCCC2)cc1 | 0.3
O=S(=O)([N-]c1nc2ccccc2nc1-[n+]1ccc(CCCc2ccccc2)cc1)c1cccs1 | 5.4
CCc1ccc(OCC(=O)NN2Cc3ccccc3C2=N)cc1 | 0.3
Cc1ccc2cc(CN(Cc3ccco3)C(=O)c3ccco3)c3nnnn3c2c1 | -1.8
OC(c1cccc(Cl)c1)c1nc(-c2ccc3c(c2)OCO3)cs1 (configuration not stated) | -1.4
O=C(NCC1CCCO1)c1sc(=S)n2c1[nH]c(=O)c1ccc(C(=O)N3CCCCC3)cc12 (configuration not stated) | 0.0
Cc1cc(C)c2c(N)c(C(=O)Nc3ccccc3Cl)sc2n1 | 12.1*
c1ccc(CNC2=NCCCC2)cc1 | 3.3
O=C(CCC(=O)OCc1ccc(Cl)cc1)Nc1cccc([N+](=O)[O-])c1 | 1.1
COC1(c2cc(-c3ccccc3)nc(N)n2)CCCCC1 | -0.7
O=C(/C=C/c1c(F)cccc1Cl)Nc1ncccn1 | 0.8
COc1ccc(OCC(=O)N2CCN(c3nnc(-c4ccc(C)cc4)c4ccccc34)CC2)cc1 | -5.4
COc1ccc(-c2ccc(CN3C(C)C(=O)N(Cc4cn(CCC5OCCCO5)nn4)CCS3(=O)=O)cc2)cc1 (configuration not stated) | -1.5
NNC(=O)c1ccccc1-n1cccc1 | 1.2
Cc1cc(C)nc(-n2ncc(C#N)c2N)n1 | -1.6
O=C(NC1CC1)C1=COCCO1 | -1.7
COc1ccc(OCc2nnc(SCC(=O)NCC3CCCO3)n2N)cc1 (configuration not stated) | -0.9
CC(C)c1ccc(N(CC(=O)NCCSCc2ccco2)S(C)(=O)=O)cc1 | 0.8
O=C(NCC1CCCO1)c1ccccc1NS(=O)(=O)c1cc([N+](=O)[O-])ccc1Cl (configuration not stated) | 0.6
CSc1ncc(Cl)c(C(=O)Nc2ccccc2[N+](=O)[O-])n1 | -1.4
CCOc1ccc(N(CC(=O)Nc2ccc(CC)cc2)S(=O)(=O)c2c(C)[nH]c(=O)[nH]c2=O)cc1 | -1.8
